From PubChem
Pin1 inh = inhibitors of human Pin1; Pin1 FP peptide displacement, HiFluor488, 10 min; Potency, µM (doses to about 115 µM), inactives show top-dose activity, negative = inhibition, hits mostly inhibitors; hit rate 0.009% among 390,000; active = well fitted inhibition curve with a large enough effect in the polarisation, with a control signal flat, not every such curve was filed as active; inconclusive = small, poorly fitted or top-dose-only effect, or effect the other way, or a change in a side signal; inactive = no such curve, though single readings can be large or run the other way; the % refers to the polarisation; note: potency is the fitted concentration of half-maximal effect; % is set by controls: 0 for no effect and ±100 for the full control effect
Target sequence (Q13526 whole entry, looked up): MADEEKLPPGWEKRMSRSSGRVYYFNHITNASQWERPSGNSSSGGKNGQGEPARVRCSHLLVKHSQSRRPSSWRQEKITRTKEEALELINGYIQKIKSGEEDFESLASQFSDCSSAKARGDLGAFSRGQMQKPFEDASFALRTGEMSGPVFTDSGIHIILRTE
G9a inh = G9a (human) methyltransferase inhibition; AID 504332; Q96KQ7; hit rate 8.8% among 350,000; Potency, µM (doses to about 102 µM), without a hit: at the highest dose activity, negative = inhibition, actives largely listed as inhibitors; G9a H3K9 monomethylation, AlphaScreen, 2 h; note: potency is the fitted concentration of half-maximal effect; % is set by controls: 0 for no effect and ±100 for the full control effect; nearly all actives have a fitted effect of over 75% in size
Target sequence (Q96KQ7 913-1193 limits assumed): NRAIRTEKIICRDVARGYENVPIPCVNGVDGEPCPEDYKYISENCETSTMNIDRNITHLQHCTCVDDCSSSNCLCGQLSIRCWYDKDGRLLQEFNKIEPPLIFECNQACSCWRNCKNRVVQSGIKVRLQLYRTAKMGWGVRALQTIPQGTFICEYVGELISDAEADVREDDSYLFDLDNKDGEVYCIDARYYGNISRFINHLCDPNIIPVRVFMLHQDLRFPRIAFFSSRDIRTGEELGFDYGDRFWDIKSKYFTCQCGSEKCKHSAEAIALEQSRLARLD
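Methyltransferase reactions run at room temperature for 2 h (20 nM enzyme, 500 nM biotin-H3K9 peptide, 20 uM SAM) after a 15 min compound preincubation; product detected by AlphaScreen beads and anti-H3K9me1 antibody.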
ERG Ets-DNA blk = inhibitors of human ERG Ets domain-DNA interaction | fluorescence polarization, His-ERG Ets domain / labelled DNA | Potency, µM (top dose mostly 76.9 µM), for inactives: top-dose FP activity, negative = inhibition, usual class: inhibitors | hit rate 0.028% among 370,000; active = well fitted inhibition curve with a large enough effect in the polarisation, with a control signal flat; inconclusive = small, poorly fitted or top-dose-only effect, or effect the other way, or a change in a side signal; inactive = no such curve, though single readings can be large or run the other way; the % refers to the polarisation;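 note: polarization taken with two DNA probes labelled with fluorescein and Texas red; potency is the fitted concentration of half-maximal effect; % of control where 0% means no effect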
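His-tagged ERG Ets domain (1 uM in the protein solution; 300mM KCl, 50mM Tris-HCl, 1mM EDTA, 1mM DTT, pH 7.5) received compound, then a probe mix of 5 nM fluorescein-DNA and 100nM Texas-615-DNA. Fluorescence polarization was read for both dyes.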
PGK inhibitor = T. brucei PGK inhibition. AID 602233. PGK/GAPDH coupled, Kinase-Glo luminescence, 60 min. Potency, µM (top dose mostly 57.5 µM), inactives show at the top dose activity change, negative = inhibition, usual class: inhibitors. hit rate 0.043% among 380,000; note: potency is the fitted concentration of half-maximal effect; % is set by controls: 0 for no effect and ±100 for the full control effect; nearly all actives have a fitted effect of over 60% in size
Target sequence (P07378 whole entry, looked up): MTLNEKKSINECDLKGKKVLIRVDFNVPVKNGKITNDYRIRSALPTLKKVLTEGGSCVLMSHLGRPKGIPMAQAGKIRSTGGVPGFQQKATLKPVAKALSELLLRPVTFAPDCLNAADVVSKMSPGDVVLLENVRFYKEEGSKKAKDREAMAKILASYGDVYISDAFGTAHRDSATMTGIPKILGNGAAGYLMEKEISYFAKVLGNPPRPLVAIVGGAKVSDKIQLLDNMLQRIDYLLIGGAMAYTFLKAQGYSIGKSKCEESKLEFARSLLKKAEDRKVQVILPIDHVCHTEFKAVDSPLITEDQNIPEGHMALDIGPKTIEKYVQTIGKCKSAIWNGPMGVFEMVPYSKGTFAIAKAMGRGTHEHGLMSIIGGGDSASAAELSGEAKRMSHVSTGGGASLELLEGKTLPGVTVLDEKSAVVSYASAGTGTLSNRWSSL
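Luminescent ATP detection (Kinase-Glo Plus) follows a 60-minute room-temperature incubation, with wells lacking PGK as controls. Buffer: 100 mM TEA (pH 7.6), 5 mM MgCl2, 0.01% Tween-20. Coupling enzyme GAPDH (100 nM final) supplies unstable 1,3-BPG in-well.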
HP1b binding inh = inhibitors of HP1-beta chromodomain binding to methylated histone tails; AlphaScreen HP1-beta / biotin-H3K9me3 peptide binding; P83916; hit rate 0.56% among 390,000; AID 540317; Potency, µM (titrated, usually from 114 µM), inactives show top-dose activity change, negative = inhibition, usual class: inhibitors; note: potency is the fitted concentration of half-maximal effect; nearly all actives have a fitted effect of over 70% in size; inactives centre near 23
Target sequence (P83916 whole entry, looked up): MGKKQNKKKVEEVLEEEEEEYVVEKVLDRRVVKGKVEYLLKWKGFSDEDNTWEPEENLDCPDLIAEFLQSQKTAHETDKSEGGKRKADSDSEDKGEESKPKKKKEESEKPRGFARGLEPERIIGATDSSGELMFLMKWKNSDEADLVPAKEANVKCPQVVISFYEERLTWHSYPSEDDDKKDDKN
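AlphaScreen: HP1-beta (50 nM) preformed 30 min with biotin-H3(1-18)K9me3 peptide (50 nM) in PBS pH 7.4, 0.01% Tween-20. Compound added for 30 min at RT, then streptavidin donor/nickel chelate acceptor beads (10 ug/mL) for 30 min.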
BAZ2B block = BAZ2B (human) inhibition; Q9UIF8; hit rate 4.4% among 360,000; AID 504333; AlphaScreen BAZ2B-H3K14Ac peptide displacement; Potency, µM (series often up to 114 µM), inactives show at the highest dose activity change, negative = inhibition, most hits filed as inhibitors; note: potency is the fitted concentration of half-maximal effect; % is set by controls: 0 for no effect and ±100 for the full control effect; nearly all actives have a fitted effect of over 60% in size
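BAZ2B 50 nM plus b-H3(5-23)K14Ac 50 nM, PBS pH 7.4/0.01% Tween-20, 30 min RT; compound added (max 110 uM), 30 min RT; streptavidin donor/Ni-chelate acceptor beads 10 ug/mL final, 20 min dark; AlphaScreen read.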
PI4K2A inh = PI4K2A (human) kinase inhibition; Q9BTU6; purified PI4K2A, ADP-Glo luminescence, 1 h; active compounds read low; activity change, negative = inhibition, % at 76.9 µM; hit rate 0.13% among 420,000; in the data active = activity change below about -50%; inconclusive = mostly about -30% to -49%;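 note: -100% = wells without enzyme as full effect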
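In this quantitative HTS, ADP production by PI4K2A was quantified luminescently after 1 h at ambient temperature; 100 microM adenosine served as plate-quality control.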
JMJD2A Tudor = JMJD2A Tudor domain (human) inhibition | Potency, µM (series often up to 114 µM), inactives show at the top dose activity change, negative = inhibition, actives largely listed as inhibitors | AID 504339 | hit rate 4.4% among 390,000 | O75164 | AlphaScreen JMJD2A-Tudor / H3K4me3 peptide binding; note: potency is the fitted concentration of half-maximal effect; % is set by controls: 0 for no effect and ±100 for the full control effect; nearly all actives have a fitted effect of over 50% in size
GLS inh = inhibitors of human glutaminase (GLS) | O94925 | GLS enzymatic activity, qHTS titration | Potency, µM (titrated, usually from 45.5 µM), without a hit: at the top dose activity change, negative = inhibition, usual class: inhibitors | hit rate 0.21% among 410,000 | AID 624170; note: potency is the fitted concentration of half-maximal effect; % is set by controls: 0 for no effect and ±100 for the full control effect
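hKGA; 45 mM KH2PO4 pH 8.2 + 0.02% Tween-20; cpd via pin tool; 1 mM Gln soln; GluOx/HRP/Amplex Red; RT 30 min; fluor. t0 & final.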
Starred values were filed as active, the others as inactive; & = joins results of further samples; [ ] = dose if it differs, or a comment. Unless noted, calls come from the whole dose curve; as a rule, active = well fitted curve in the direction sought with a large enough effect; inconclusive = small, poorly fitted or top-dose-only effect, or another doubt; inactive = no such curve, though single readings can be large; an effect the other way counts as inactive or inconclusive.

How did COc1ccc(NC(=O)Nn2cnnc2)cc1OC do in these assays?
Pin1 inh: -8%; ERG Ets-DNA blk: 20%; PGK inhibitor: -1%; HP1b binding inh: 10%; BAZ2B block: 3%; PI4K2A inh: 4; JMJD2A Tudor: -12%; GLS inh: 13%

How did COc1ccc(NC(=O)CSCC(=O)N2c3ccccc3CCc3ccccc32)cc1 do in these assays?
Pin1 inh: 23%; G9a inh: inconclusive; ERG Ets-DNA blk: 3%; PGK inhibitor: -7%; HP1b binding inh: 12%; BAZ2B block: -33%; PI4K2A inh: -4; JMJD2A Tudor: -23%; GLS inh: 6%

Results for CC1(NC(=S)N(CCO)CCO)CCS(=O)(=O)C1 (stereo unspecified) ?
Pin1 inh: 1%; G9a inh: 24%[59 µM]; ERG Ets-DNA blk: 3%; PGK inhibitor: -13%; HP1b binding inh: 31%; BAZ2B block: 21%; PI4K2A inh: 1; JMJD2A Tudor: 1%; GLS inh: -1%

What do the screens show for `COC(=O)c1ccc(Cn2c(O)c(N=O)c3ccccc32)o1`?
Pin1 inh: 2%; G9a inh: inconclusive; ERG Ets-DNA blk: 7%; PGK inhibitor: 8%; HP1b binding inh: 26%; BAZ2B block: -23%; PI4K2A inh: 7; JMJD2A Tudor: -11%; GLS inh: 1%

How did COC(=O)c1cccc(N(C(=O)CNC(=O)c2cccs2)C(C(=O)NCC2CCCO2)c2ccc(OC)c(OC)c2)c1 (stereo unspecified) do in these assays?
Pin1 inh: -4%; G9a inh: 26%[59 µM]; ERG Ets-DNA blk: -11%; PGK inhibitor: -10%; HP1b binding inh: -16%; BAZ2B block: 2%; PI4K2A inh: 2; JMJD2A Tudor: 3%; GLS inh: 4%

Results for O=C(Nc1ccc(Cl)c(S(=O)(=O)N2CCOCC2)c1)C1CCC1 ?
Pin1 inh: -2%; G9a inh: 12%[2.33 µM]; ERG Ets-DNA blk: 8%; PGK inhibitor: -2%; HP1b binding inh: 14%; BAZ2B block: 9%; PI4K2A inh: 5; JMJD2A Tudor: -11%; GLS inh: -3%

How did Cc1ccc(S(=O)(=O)N2CCCN(C(=O)CNC(=O)c3ccccc3)CC2)cc1 do in these assays?
Pin1 inh: 5%; G9a inh: inconclusive; ERG Ets-DNA blk: -11%; PGK inhibitor: -3%; HP1b binding inh: 10%; BAZ2B block: -2%; PI4K2A inh: -7; JMJD2A Tudor: -12%; GLS inh: 6%

How did C/C(=N\N=C1\NC(=O)CS1)c1cccs1 do in these assays?
Pin1 inh: 2%; G9a inh: -2%; ERG Ets-DNA blk: -1%; PGK inhibitor: 1%; HP1b binding inh: 25%; BAZ2B block: -14%; PI4K2A inh: -1; JMJD2A Tudor: -10%; GLS inh: 0%

How did Cn1cc(CN2CCN(c3ncccn3)CC2)c(-c2cccc(Cl)c2)n1 do in these assays?
Pin1 inh: -1%; G9a inh: -36%; ERG Ets-DNA blk: 3%; PGK inhibitor: -1%; HP1b binding inh: 16%; BAZ2B block: -5%; PI4K2A inh: -1; JMJD2A Tudor: -4%; GLS inh: -2%

What do the screens show for `CCc1ccc(OCC(=O)NNC(=O)c2cc3ccccc3o2)cc1`?
Pin1 inh: 20%; ERG Ets-DNA blk: 3%; PGK inhibitor: -1%; HP1b binding inh: -1%; BAZ2B block: -28%; PI4K2A inh: -6; JMJD2A Tudor: inconclusive; GLS inh: -9%

Results for COc1ccc(-n2nnnc2SCC(=O)c2ccc(O)c(O)c2)cc1 ?
Pin1 inh: -5%; G9a inh: inconclusive; ERG Ets-DNA blk: -3%; PGK inhibitor: -16%; HP1b binding inh: inconclusive; BAZ2B block: inconclusive; PI4K2A inh: 0; JMJD2A Tudor: inconclusive; GLS inh: 24%

How did Cc1ccc(NC(=O)Cn2c(=O)n(Cc3nc(C)no3)c(=O)c3cc4c(cc32)OCO4)c(Cl)c1 do in these assays?
Pin1 inh: 0%; G9a inh: -24%[59 µM]; ERG Ets-DNA blk: 3%; PGK inhibitor: -6%; HP1b binding inh: -7%; BAZ2B block: -5%; PI4K2A inh: -4; JMJD2A Tudor: -17%; GLS inh: 0%

What do the screens show for `Brc1cccc(CN2CCN(c3ncccn3)CC2)c1`?
Pin1 inh: 0%; G9a inh: 10µM*; ERG Ets-DNA blk: -5%; PGK inhibitor: -7%; HP1b binding inh: inconclusive; BAZ2B block: inconclusive; PI4K2A inh: -1; JMJD2A Tudor: 20µM*; GLS inh: 6%

What do the screens show for `O=C(Nc1ccn(Cc2ccccc2)n1)c1n[nH]c([N+](=O)[O-])c1Cl`?
Pin1 inh: -7%; G9a inh: 3%[59 µM]; ERG Ets-DNA blk: 0%; PGK inhibitor: -2%; HP1b binding inh: 19%; BAZ2B block: 0%; PI4K2A inh: -1; JMJD2A Tudor: -11%; GLS inh: 14%

What do the screens show for `COc1ccccc1N1CCN(C(=O)c2ccc3c(=O)n(Cc4ccc5c(c4)OCO5)c(=O)[nH]c3c2)CC1`?
Pin1 inh: -10%; G9a inh: -7%; ERG Ets-DNA blk: -8%; PGK inhibitor: -1%; HP1b binding inh: 15%; BAZ2B block: -19%[57.1 µM]; PI4K2A inh: 1; JMJD2A Tudor: -5%; GLS inh: 2%

The last three compounds of the part above open the next one:
What do the screens show for `Brc1cccc(CN2CCN(c3ncccn3)CC2)c1`?
Pin1 inh: 0%; G9a inh: 10µM*; ERG Ets-DNA blk: -5%; PGK inhibitor: -7%; HP1b binding inh: inconclusive; BAZ2B block: inconclusive; PI4K2A inh: -1; JMJD2A Tudor: 20µM*; GLS inh: 6%

What do the screens show for `O=C(Nc1ccn(Cc2ccccc2)n1)c1n[nH]c([N+](=O)[O-])c1Cl`?
Pin1 inh: -7%; G9a inh: 3%[59 µM]; ERG Ets-DNA blk: 0%; PGK inhibitor: -2%; HP1b binding inh: 19%; BAZ2B block: 0%; PI4K2A inh: -1; JMJD2A Tudor: -11%; GLS inh: 14%

What do the screens show for `COc1ccccc1N1CCN(C(=O)c2ccc3c(=O)n(Cc4ccc5c(c4)OCO5)c(=O)[nH]c3c2)CC1`?
Pin1 inh: -10%; G9a inh: -7%; ERG Ets-DNA blk: -8%; PGK inhibitor: -1%; HP1b binding inh: 15%; BAZ2B block: -19%[57.1 µM]; PI4K2A inh: 1; JMJD2A Tudor: -5%; GLS inh: 2%

How did COc1cc(OC)cc(C(=O)N[C@H](C(=O)NCc2ccc(F)cc2)C(C)C)c1 do in these assays?
Pin1 inh: 0%; G9a inh: -46%; ERG Ets-DNA blk: -1%; PGK inhibitor: 8%; HP1b binding inh: 42%[activator]; BAZ2B block: 3%; PI4K2A inh: 0; JMJD2A Tudor: -14%; GLS inh: 7%

What do the screens show for `O=C(COC(=O)/C=C/c1ccccc1Cl)NC(=O)NC1CCCC1`?
Pin1 inh: -1%; G9a inh: 6%; ERG Ets-DNA blk: -7%; PGK inhibitor: 4%; HP1b binding inh: 19%; BAZ2B block: 6%; PI4K2A inh: 0; JMJD2A Tudor: -1%; GLS inh: -13%

What do the screens show for `COCCNC(=S)N1CCc2cc(OC)c(OC)cc2C1COc1ccc(C(C)C)cc1` (stereo unspecified)?
Pin1 inh: 1%; G9a inh: -18%[59 µM]; ERG Ets-DNA blk: 1%; PGK inhibitor: 1%; HP1b binding inh: 3%; BAZ2B block: inconclusive; PI4K2A inh: 1; JMJD2A Tudor: -34%; GLS inh: 5%

What do the screens show for `Cc1nn(Cc2ccccc2Cl)c(Cl)c1C(=O)NCCc1ccccc1`?
Pin1 inh: 1%; G9a inh: -2%[59 µM]; ERG Ets-DNA blk: 1%; HP1b binding inh: 65%[activator]; BAZ2B block: 9%; PI4K2A inh: -2; JMJD2A Tudor: 3%; GLS inh: 1%

What do the screens show for `N#C/C(=N\Nc1cccc([N+](=O)[O-])c1)C(=O)c1ccc(Br)cc1`?
Pin1 inh: inconclusive; G9a inh: 45µM*; ERG Ets-DNA blk: 1%; PGK inhibitor: -14%; HP1b binding inh: inconclusive; BAZ2B block: 40µM*; PI4K2A inh: 2; JMJD2A Tudor: 40µM*; GLS inh: 23%

Results for CCCCNc1c(-c2ccc(SC3CCCCC3)c(OC)c2)nc2ccc(C)cn12 ?
Pin1 inh: 7%; ERG Ets-DNA blk: 5%; PGK inhibitor: 5%; HP1b binding inh: 27%; PI4K2A inh: -1&7; JMJD2A Tudor: inconclusive; GLS inh: -5%&11%

How did CN(c1ccc(C(=O)NCc2cccnc2)cc1)S(=O)(=O)c1ccc(Cl)cc1 do in these assays?
Pin1 inh: -7%; ERG Ets-DNA blk: 3%; PGK inhibitor: -2%; HP1b binding inh: 2%; BAZ2B block: -9%; PI4K2A inh: 5; JMJD2A Tudor: -15%; GLS inh: 6%

How did Cc1cc(C)nc(NS(=O)(=O)c2ccc(NC(=O)C3(c4ccc([N+](=O)[O-])cc4)CCCC3)cc2)n1 do in these assays?
Pin1 inh: -4%; G9a inh: inconclusive; ERG Ets-DNA blk: 3%; PGK inhibitor: -2%; HP1b binding inh: 2%; BAZ2B block: -11%; PI4K2A inh: -5; JMJD2A Tudor: -32%; GLS inh: 3%

Results for Brc1cc2c(cc1Br)OCCOCCOCCOCCO2 ?
Pin1 inh: -11%; G9a inh: 24%; ERG Ets-DNA blk: -1%; PGK inhibitor: inactive; HP1b binding inh: -22%; BAZ2B block: -24%; PI4K2A inh: -2; JMJD2A Tudor: 8.9µM*; GLS inh: inconclusive
